MRP resist rev: reversal of MRP1-mediated doxorubicin resistance, primary screen, H69AR cells, doxorubicin co-treatment; H69AR cells + 2 uM doxorubicin, CellTiter-Glo, 72 h; differential viability (reversal), % at 10 µM; actives 0.04% (n = 85,000); AID 602, 2007;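 active = viability drop by adding the cancer drug above about 55%, with treated viability meeting a 40% cutoff, limit read from the data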;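 note: viability without doxorubicin minus viability with 2 µM doxorubicin for each compound; larger differential means the compound sensitizes cells more to doxorubicin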
PLAP inhibition: PLAP enzyme inhibitors, biochemical, luminescence, HTS (AID 690) | actives 0.08% (n = 96,000) | inhibition, % at 20 µM, or IC50 in µM where a hit was titrated | purified PLAP, luminescent substrate; higher % means a stronger effect; in the data active = a potency from the dose series; inactive = the rest, 99 in 100 with inhibition below about 30%; note: strong numbers were not always called active
IL1B NFkB inh: inhibitors of IL-1B driven NFkB p65 nuclear import, primary screen, imaging, HUVEC, IL-1B stimulus, high-content imaging; HUVEC IL-1B NFkB p65 nuclear translocation imaging; inhibition, % at 2 µM; actives 0.43% (n = 94,000); AID 796, 2007;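 active = inhibition above about 30% together with a positive call from visual inspection of the well image, limit read from the data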;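 note: nuclear over cytoplasmic p65 intensity ratio measured by imaging; 0% = IL-1B stimulated DMSO wells and 100% = unstimulated DMSO wells; values of inactives mirror those of a sister screen read the other way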
Bcl-B TR3 displacers: displacers of TR3 peptide from Bcl-B, primary screen, selectivity assay for Bfl-1 inhibitor project, biochemical, fluorescence polarization. FP displacement of FITC-TR3 peptide from Bcl-B; higher % means a stronger effect. displacement, % at 20 µM; hits with a dose series show IC50 in µM. actives 0.11% (n = 96,000). AID 748, 2007;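 active = displacement above 50% at 20 µM plus a fluorescence interference ratio under 1.5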;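 note: plate controls were wells without compound for no effect and wells lacking Bcl-B protein for full effect; a part of the inactive calls stands beside numbers as strong as those of hits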
NFkB transloc pot: enhancers of NFkB p65 translocation in HUVEC – imaging, IL-1B stimulus, high-content imaging, primary screen; HUVEC IL-1B NFkB p65 nuclear translocation imaging; actives 0.3% (n = 94,000); activation, % at 2 µM; AID 819, 2007;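 active = activation above 40%, about the mean plus 3 SD, also judged a hit on visual image review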;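 note: percent activation is computed from the nuclear over cytoplasmic p65 intensity ratio; values of inactives mirror those of a sister screen read the other way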
MRP resist rev cytotoxicity: recorded beside MRP resist rev, whose call it bears; viability, %; H69AR cells, CellTiter-Glo, 72 h; measured here: cytotoxicity without doxorubicin
MRP resist rev with doxorubicin: also measured in MRP resist rev; calls as there; viability, %; measured here: viability with 2 uM doxorubicin; stronger effect = lower value
IL1B NFkB inh cell count 2 µM: second read-out of IL1B NFkB inh, no call of its own (marks repeat the call); cell count; measured here: cells passing quality filter;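 raw number of nuclei counted in each imaged well without normalization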
NFkB transloc pot cell count 2 µM: recorded beside NFkB transloc pot, whose call it bears; cell count; measured here: cells passing quality filter
* marks the source's active call; other numbers are inactive results; / = no result given. A portion of the library. The share of hits here may be higher or lower than overall.

SMILES	MRP resist rev	MRP resist rev cytotoxicity	MRP resist rev with doxorubicin	PLAP inhibition	IL1B NFkB inh	IL1B NFkB inh cell count 2 µM	Bcl-B TR3 displacers	NFkB transloc pot	NFkB transloc pot cell count 2 µM
Cc1cc(C(=O)NCCCN2CCN(C3CCCCC3)CC2)n(-c2ccccc2)n1	8	100	91	-27%	-6	82	0%	6	82
COc1ccccc1OCC(=O)Nc1ccc(Cl)cc1	3	83	80	/	-2	64	/	2	64
Fc1ccc2c(Cl)c(-c3nnc(-c4cccs4)o3)sc2c1	-21	12	33	-5%	/	/	-4%	/	/
COc1ccc(C2(CCN)CC(C)N(C)CC2C)cc1 (stereo not drawn)	9	101	92	-2%	-3	166	51%	3	166
COCCNC(=O)C(c1ccccc1)N(C(=O)Cn1nnc2ccccc21)c1cccnc1 (stereo not drawn)	-3	101	104	2%	-24	161	-10%	24	161
CCCNC(=O)COc1ccc(S(=O)(=O)Nc2ccc(C)cc2)cc1	16	99	83	6%	-25	183	3%	25	183
Cc1ccc(NC(=O)CCSc2nnc(-c3ccco3)o2)cc1	-4	89	92	-1%	-16	108	-14%	17	108
CCc1ccccc1NC(=O)CSc1nc(-c2ccccc2)nn1C(=O)c1cccc([N+](=O)[O-])c1	/	/	/	-9%	8	118	6%	-8	118
CCOC(=O)N1CCC(NC(=O)c2cc(C(=O)NC3CCCC3)ccc2CO)CC1	3	102	99	-8%	61*	33*	3%	-61	33
CCOc1ccc(C2=Nn3c(nnc3-c3ccco3)SC2)cc1	-7	76	83	24%	-6	167	3%	6	167
COc1ccccc1C(=O)Nc1nnc(-c2ccc(F)cc2)o1	3	86	83	-52%	7	52	-4%	-7	52
CCOC(=O)c1ccccc1NC(=O)Cn1cnc2c(nnn2-c2ccc(C)cc2)c1=O	-29	49	78	-20%	-6	148	5%	6	148
CC(C)OC(=O)CSc1nnc(Cc2ccccc2)n1CC1CCCO1 (stereo not drawn)	1	96	96	9%	6	148	-10%	-6	148
O=C(c1ccco1)N1CCN(S(=O)(=O)c2ccc(S(=O)(=O)NC3CCCC3)cc2)CC1	2	94	92	11%	1	144	-1%	-1	144
O=C(Nc1c(Cl)cc(Cl)cc1C(=O)NCCN1CCOCC1)c1ccc(Cl)cc1Cl	-6	64	70	/	-2	72	/	2	72
Cn1c(/C(C#N)=C(\O)COc2ccc3ccccc3c2)nc2ccccc21	-22	12	35	-26%	/	/	-5%	/	/
Cn1c(SCc2nc(-c3ccc(Cl)cc3)no2)nnc1-c1ccccc1	0	86	86	4%	8	195	-1%	-8	195
COc1ccc(C2=NCC(CSc3nccc(=O)[nH]3)S2)cc1 (stereo not drawn)	11	92	81	5%	-5	69	-1%	5	69
COc1cc(C2NC(=O)NC(C)=C2C(=O)Nc2cccc(C)c2C)cc(OC)c1OC (stereo not drawn)	9	103	93	/	-31	107	/	31	107
O=C(CN(CC1CCCO1)C(=O)CNS(=O)(=O)c1ccc(Cl)cc1)NCC1CCCO1 (stereo not drawn)	15	96	81	/	-19	129	/	19	129
COc1ccc(NS(=O)(=O)c2ccc(C)c(C(=O)O)c2)cc1	1	106	104	-37%	-12	114	23%	12	114
CCS(=O)(=O)Nc1ccc(-c2nnc(SCC(=O)c3cccc(OC)c3)o2)cc1	-12	65	77	-16%	-14	95	-3%	14	95
C=CCSc1nc(C)cc(/C=C\c2ccccc2)c1C#N	/	/	/	1%	-1	139	4%	1	139
COc1ccc(CCN2C(=O)c3ccccc3C2(O)c2ncc[nH]2)cc1OC (stereo not drawn)	12	92	80	/	-7	106	/	7	106
O=c1c2[nH]c3ccccc3c2ncn1CCN1CCCCC1	6	88	82	-1%	-38	172	-2%	38	172
O=C(OCCOCCN=C1NS(=O)(=O)c2ccccc21)c1ccncc1	11	98	87	15%	5	109	-10%	-5	109
O=C(NCc1ccccn1)Nc1ccc(Cl)c(Cl)c1	15	87	73	/	2	96	/	-2	96
C=CCc1cc(C)cc(C)c1OCCn1cncn1	-15	92	106	/	4	119	/	-4	119
COc1ccccc1C(=O)N(Cc1cccs1)C1CCS(=O)(=O)C1 (stereo not drawn)	6	92	86	19%	-9	93	-4%	9	93
Cc1ccc(OC(=O)c2ccc(S(=O)(=O)N(C)C)cc2)c(-n2nc3ccccc3n2)c1	/	/	/	-2%	2	124	-7%	-2	124

Single records, as listed above:
CCOc1ccc(C2=Nn3c(nnc3-c3ccco3)SC2)cc1 is entered as MRP resist rev = -7; MRP resist rev cytotoxicity = 76; MRP resist rev with doxorubicin = 83; PLAP inhibition = 24%; IL1B NFkB inh = -6; IL1B NFkB inh cell count 2 µM = 167; Bcl-B TR3 displacers = 3%; NFkB transloc pot = 6; NFkB transloc pot cell count 2 µM = 167
COc1ccccc1C(=O)Nc1nnc(-c2ccc(F)cc2)o1 is entered as MRP resist rev = 3; MRP resist rev cytotoxicity = 86; MRP resist rev with doxorubicin = 83; PLAP inhibition = -52%; IL1B NFkB inh = 7; IL1B NFkB inh cell count 2 µM = 52; Bcl-B TR3 displacers = -4%; NFkB transloc pot = -7; NFkB transloc pot cell count 2 µM = 52

Compounds shown so far with a cyano group (two):
SMILES	MRP resist rev	MRP resist rev cytotoxicity	MRP resist rev with doxorubicin	PLAP inhibition	IL1B NFkB inh	IL1B NFkB inh cell count 2 µM	Bcl-B TR3 displacers	NFkB transloc pot	NFkB transloc pot cell count 2 µM
Cn1c(/C(C#N)=C(\O)COc2ccc3ccccc3c2)nc2ccccc21	-22	12	35	-26%	/	/	-5%	/	/
C=CCSc1nc(C)cc(/C=C\c2ccccc2)c1C#N	/	/	/	1%	-1	139	4%	1	139

Later entries:
SMILES	MRP resist rev	MRP resist rev cytotoxicity	MRP resist rev with doxorubicin	PLAP inhibition	IL1B NFkB inh	IL1B NFkB inh cell count 2 µM	Bcl-B TR3 displacers	NFkB transloc pot	NFkB transloc pot cell count 2 µM
Nc1ncnc2c1CCC2	-6	94	100	0%	8	161	-10%	-7	161
COc1ccc(CN(C(=O)c2cccs2)C(C(=O)NC2CCCCC2)c2ccc3ncccc3c2)cc1 (stereo not drawn)	/	/	/	-34%	-7	190	-8%	7	190
COc1nc(-c2ccc(Cl)cc2)ccc1-c1noc(-c2cccs2)n1	/	/	/	-11%	-6	128	0%	6	128
CCn1nnnc1SCC(=O)NCc1ccc2c(c1)OCO2	-2	89	92	/	-13	86	/	13	86
Cc1ccc(SCC(=O)O/N=C(\N)c2ccc([N+](=O)[O-])cc2)cc1	/	/	/	18%	-9	162	-3%	9	162
CC(=O)Nc1ccc2c(c1)OCCO2	-12	86	98	-23%	0	128	6%	0	128
CC(C)OC(=O)CSc1nnc(-c2cnccn2)n1Cc1ccco1	9	104	95	-15%	-2	121	-1%	2	121
Cc1cccn2c(=O)c(C=NCc3ccccc3)c(NCCO)nc12	5	83	78	3%	-12	133	-6%	12	133
CCc1cc(C(=O)OC)c(N2C(=O)C3C4C=CC(C4)C3C2=O)s1 (stereo not drawn)	-17	73	89	-8%	-10	130	3%	10	130
COc1ccccc1N(CC(=O)N1CCCCC1)S(=O)(=O)c1ccccc1	2	80	78	-56%	-22	183	-2%	22	183
COC(=O)c1cc2ccccn2c2c(C(=O)OC)c(C(=O)OC)cc1-2	/	/	/	38%	-8	180	14%	8	180
O=C(NCc1ccc(F)cc1)c1cnc(-c2ccccn2)nc1C(F)(F)F	8	106	97	-43%	-8	161	3%	8	161
COC(=O)c1sccc1NC(=O)Cn1nnc(-c2ccc(C)cc2)n1	-3	78	81	-17%	-15	117	5%	15	117
CCCC[N+](C)(C)CCC(=O)NC(C)(C)CS(=O)(=O)[O-]	8	95	87	-4%	-9	149	6%	9	149
Cc1cc(Cl)ccc1NC(=O)CSc1nnc(Cc2cccs2)n1Cc1ccco1	-1	76	77	-11%	-13	145	0%	13	145
CCOC(=O)c1ccc2nc(C)c(CCC(C)=O)c(Cl)c2c1	/	/	/	-28%	2	45	6%	-2	45
O=C1c2ccccc2C(Nc2ccc(F)c(Cl)c2)N1Cc1ccco1 (stereo not drawn)	-11	58	69	7%	3	57	-1%	-3	57
COCCNC(=O)CCc1c(C)nc2c(-c3ccc(F)cc3)c(C)nn2c1C	6	80	74	-60%	8	186	11%	-9	186
Cc1ccn2c(CN3CCOCC3)c(-c3ccccc3)nc2c1	/	/	/	0%	-13	99	-3%	13	99
O=C(CN(C(=O)CSc1nnc(COc2ccccc2)o1)c1ccc(F)cc1)NC1CCCC1	-12	70	82	-8%	-14	133	-11%	14	133
Cc1ccc2oc(=O)cc(CN3CCOCC3)c2c1	0	86	86	10%	-20	119	10%	20	119
CC(C)(C)C(=O)N1CCN(c2ccc([N+](=O)[O-])c(NCC3CCCO3)c2)CC1 (stereo not drawn)	/	/	/	-1%	10	142	-2%	-10	142
CCOC(=O)CC(=O)CSc1ncnc2c1cnn2-c1ccccc1	15	90	75	-43%	4	80	6%	-4	80
CC(=O)N1CCN(c2ccc(Oc3ncnc4sccc34)cc2)CC1	7	95	88	-17%	8	115	-3%	-8	115
CCN(CC)CCCN1C(=O)C(=O)/C(=C(/O)c2ccc3c(c2)OCCO3)C1c1ccc(C)o1 (stereo not drawn)	-9	110	119	-52%	/	/	-11%	/	/
O=C(CSc1nnc(-c2ccncc2)n1C1CCCCC1)Nc1ccccc1	10	107	97	-13%	-6	173	1%	6	173
CC(=O)c1cc(F)c(N2CCN(C(=O)c3ccco3)CC2)cc1C	9	99	91	-14%	8	102	-8%	-7	102
Nc1nc(SCc2ccc(Cl)cc2)[nH]c(=O)c1-c1ccccc1	14	103	88	/	7	55	/	-7	55
CCOc1ccc2[nH]c(=O)c(CN(Cc3cccnc3)C(=O)Nc3ccccc3OC)cc2c1	-16	51	66	1%	8	102	-8%	-8	102
O=C1C2ON(c3ccccc3)C(c3ccncc3)C2C(=O)N1c1ccc(N2CCOCC2)cc1 (stereo not drawn)	-25	100	126	-40%	-12	55	14%	12	55
COC(=O)c1ccc(CSc2nnc(CNC(=O)c3ccccc3F)o2)o1	1	91	89	5%	-9	69	-3%	9	69
C(=C1/CCCC2=C1Nc1ncnn1C2c1ccccc1)/c1ccccc1 (stereo not drawn)	0	1	1	-28%	38*	135*	-9%	-38	135
CCN(CC(=O)NCc1cccs1)c1nnnn1-c1ccccc1	-17	14	31	23%	-2	102	-2%	2	102
O=C(Nc1ccc(OCC(=O)N2CCC(Cc3ccccc3)CC2)cc1)c1ccco1	/	/	/	-88%	18	134	-7%	-18	134
CN(C)C(=O)CN(c1ccc(F)c(Cl)c1)S(C)(=O)=O	-3	96	100	-3%	16	134	-1%	-16	134
O=C(c1ccc(S(=O)(=O)N2CCCCC2)cc1)N1CCN(c2ccccc2)CC1	-16	97	113	-19%	-2	120	-4%	2	120
COc1ccc(/C=N/Nc2nc3ccccc3c(=O)[nH]2)cc1	/	/	/	-34%	-15	67	-8%	15	67
Fc1ccc(-c2n[nH]c(=S)n2CC2CCCO2)cc1 (stereo not drawn)	7	98	92	16%	3	170	-20%	-3	170
O=C(c1ccccc1)c1ccc2nc(-c3ccc(NC(=O)c4ccccc4F)cc3)[nH]c2c1	/	/	/	6%	13	144	-3%	-13	144
CCOc1ccc(-c2nc(CSCC(=O)NC3CCCc4ccccc43)c(C)o2)cc1 (stereo not drawn)	-5	99	104	-69%	-12	124	-6%	12	124
CCCCN(CC)CCCNC(=O)CC1Oc2ccccc2NC1=O (stereo not drawn)	-3	93	96	14%	-10	143	1%	10	143
NC(=O)c1noc(C(=O)N(CC(=O)NC2CCCC2)Cc2ccc3c(c2)OCO3)c1N	-4	94	99	/	6	85	/	-6	85
O=C(NC1CCCCC1)C(c1ccc2ncccc2c1)N(Cc1ccc(F)cc1)C(=O)c1cccs1 (stereo not drawn)	/	/	/	-34%	-7	103	0%	7	103
COc1cc(/C=C(\C#N)c2nc3ccccc3[nH]2)c([N+](=O)[O-])cc1OCc1ccccc1	/	/	/	10%	6	82	-35%	-6	82

Compound activity: PubChem BioAssay, several laboratories
